Tb PYK inh: T. brucei pyruvate kinase inhibition. TbPYK enzyme, Kinase-Glo Plus ATP luminescence, 45 min. Potency, µM (highest dose often 76.8 µM), inactives show top-dose activity, negative = inhibition, actives largely listed as inhibitors. hit rate 0.12% among 410,000; note: potency is the fitted concentration of half-maximal effect; nearly all actives have a fitted effect of over 50% in size
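Readout: single end-point luminescence (Kinase-Glo Plus, 10 min). Reaction conditions were TbPYK/substrate plus 130 uM ADP, 45 min at RT, pH 7.2 TEA buffer. No-enzyme wells served as controls, and data were normalized before concentration-response fitting.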
AmpC detergent: AmpC beta-lactamase inhibition with detergent present; P00811; AmpC hydrolysis of nitrocefin, absorbance 480 nm, 0.01% Triton; Potency, µM (titrated, usually from 114 µM), for inactives: at the top dose activity change, negative = inhibition, most hits filed as inhibitors; hit rate 0.041% among 370,000; AID 485294;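 note: potency is the fitted concentration of half-maximal effect; 0% = no-compound wells and -100% = no-enzyme wells; nearly all actives have a fitted effect of over 25% in size; some results filed as inactive show a strong effect at the top dose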
Target sequence (P00811 whole entry, looked up): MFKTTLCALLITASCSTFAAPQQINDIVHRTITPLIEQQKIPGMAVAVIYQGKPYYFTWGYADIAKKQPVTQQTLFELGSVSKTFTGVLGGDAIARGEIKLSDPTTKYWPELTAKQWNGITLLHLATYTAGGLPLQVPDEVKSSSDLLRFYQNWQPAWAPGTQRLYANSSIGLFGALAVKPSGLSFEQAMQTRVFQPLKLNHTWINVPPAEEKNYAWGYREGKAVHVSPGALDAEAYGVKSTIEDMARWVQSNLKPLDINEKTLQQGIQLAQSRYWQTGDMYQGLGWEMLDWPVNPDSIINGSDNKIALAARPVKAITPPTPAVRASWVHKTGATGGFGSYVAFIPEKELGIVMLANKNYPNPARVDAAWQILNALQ
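AmpC (5.3 nM in the dispensed reagent) in 20 mM phosphate pH 7.0 with 0.01% (detergent screen) or 0.0001% Triton X-100 was preincubated with compounds for 15 min at room temperature. Nitrocefin was then added from an 800 uM solution, and hydrolysis was followed at 480 nm.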
HCV inh: blocks hepatitis C virus; hit rate 3.4% among 340,000; AID 651820; Potency, µM (highest dose often 41.8 µM), without a hit: top-dose activity change, negative = inhibition, hits mostly inhibitors; Huh7.5.1 HCVcc-Cre infection, luciferase reporter, 44 h; note: potency is the fitted concentration of half-maximal effect
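Antiviral activity was scored by luciferase reporter output from cells infected with HCVcc-Cre (~0.5 moi) in presence of compound, 44 h infection period, cells seeded 1,000/well 4 h prior.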
HCMV inh: inhibitors of human cytomegalovirus. hit rate 4.5% among 410,000. HFF cells, HCMV-luciferase reporter, 72 h; stronger effect = lower value. activity change, negative = inhibition, % at 57.5 µM; in the data active = activity change below about -60%; inconclusive = no clear call, values can overlap the other calls; inactive = above about -39%
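Steps: HFFs plated, 16 h 37C; compounds added; HCMV-luciferase added to MOI 1 PFU/cell; 72 h 37C; OneGlo reagent, 5 min room temperature; luminescence read, normalized to controls.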
AMA1 RON2 block: AMA1-RON2 (P. falciparum) interaction inhibition; AlphaScreen AMA1-biotinylated RON2 peptide binding; Potency, µM (titrated, usually from 58.2 µM), for inactives: top-dose activity change, negative = inhibition, most hits filed as inhibitors; hit rate 0.2% among 360,000;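 note: potency is the fitted concentration of half-maximal effect; 0% = vehicle wells and -100% = peptide control; nearly all actives have a fitted effect of over 45% in size; some results filed as inactive show a strong effect at the top dose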
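AMA1 (3D7) with his tag at 25 nM final met compounds first, then biotinylated RON2 peptide at 25 nM; detection used donor plus acceptor beads, 10 µg/mL apiece, read by AlphaScreen after 30 min at room temperature.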
AmpC no deterg: blocks E. coli AmpC beta-lactamase in detergent-free assay | P00811 | AmpC nitrocefin hydrolysis, absorbance 480 nm, 0.0001% Triton | Potency, µM (top dose mostly 57.1 µM), for inactives: top-dose activity change, negative = inhibition, usual class: inhibitors | hit rate 0.52% among 330,000 | AID 485341;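 note: potency is the fitted concentration of half-maximal effect; plate controls were no compound for no effect and no enzyme for full effect; nearly all actives have a fitted effect of over 20% in size; some results filed as inactive show a strong effect at the top dose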
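20 mM phosphate pH 7.0 + 0.01% (detergent screen) or 0.0001% Triton X-100; 5.3 nM AmpC reagent; cpd preinc 15 min RT; nitrocefin (800 uM stock) to start; A480 q20 s × 4 min; Activity was normalised to no-enzyme and no-compound control wells.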
LmPK inhibitor: inhibitors of Leishmania mexicana pyruvate kinase; Q27686; purified LmPK, Kinase-Glo ATP luminescence, 1 h; AID 1721; hit rate 0.37% among 290,000; Potency, µM (titrated, usually from 57.5 µM), for inactives: at the highest dose activity change, negative = inhibition, usual class: inhibitors; note: potency is the fitted concentration of half-maximal effect
Target sequence (Q27686 whole entry, looked up): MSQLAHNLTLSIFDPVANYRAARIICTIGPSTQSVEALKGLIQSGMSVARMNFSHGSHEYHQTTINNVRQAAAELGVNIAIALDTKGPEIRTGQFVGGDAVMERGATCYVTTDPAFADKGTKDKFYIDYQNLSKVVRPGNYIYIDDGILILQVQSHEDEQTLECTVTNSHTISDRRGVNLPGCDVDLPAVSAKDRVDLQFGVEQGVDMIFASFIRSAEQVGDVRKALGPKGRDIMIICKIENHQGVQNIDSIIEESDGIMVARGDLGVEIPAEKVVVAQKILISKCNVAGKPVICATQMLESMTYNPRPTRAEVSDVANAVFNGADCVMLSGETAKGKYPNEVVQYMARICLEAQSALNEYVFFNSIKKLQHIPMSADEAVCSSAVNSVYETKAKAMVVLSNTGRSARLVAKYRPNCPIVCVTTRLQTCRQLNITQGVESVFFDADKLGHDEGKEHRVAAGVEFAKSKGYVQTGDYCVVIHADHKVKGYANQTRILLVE
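Purified LmPK (0.1 nM) with 0.5 mM PEP and 0.1 mM ADP in imidazole buffer pH 7.2 with MgCl2/KCl, 1 h at room temperature. ATP formed was read by luciferase luminescence and normalized to no-enzyme and uninhibited controls.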
* marks the source's active call; other numbers are inactive results; ? = inconclusive; / = not tested or not shown; [ ] = another dose, or the depositor's remark. Unless noted, calls come from the whole dose curve; as a rule, active = well fitted curve in the direction sought with a large enough effect; inconclusive = small, poorly fitted or top-dose-only effect, or another doubt; inactive = no such curve, though single readings can be large; an effect the other way counts as inactive or inconclusive. Unless noted, % is set by controls: 0 for no effect and ±100 for the full control effect.

SMILES	Tb PYK inh	AmpC detergent	HCV inh	HCMV inh	AMA1 RON2 block	AmpC no deterg	LmPK inhibitor
COc1ccccc1-c1ccc2c(c1)C(C)(Cc1ccc(Cl)c(Cl)c1)C(=O)N2 (stereo not drawn)	2.0%	/	/	-32.4	25.2%	/	/
CNC(=O)/C(C#N)=C/c1cccc(Oc2ccccc2)c1	1.4%	-1.4%	9.1%	0.0	7.4%	10.6%	1.5%
COc1cccc(OC)c1Nc1nc(C)nc2c1nnn2Cc1ccccc1Cl	-1.8%	2.9%	-0.6%	-10.1	-0.3%	-3.5%	6.4%
O=C(COC(=O)c1ccccc1OCC(=O)Nc1ccc(Br)cc1)Nc1ccccc1	-11.2%	5.7%	11.9%	17.6	-3.7%	-12.9%	2.1%
O=C(c1ccc(N2CCOCC2)c([N+](=O)[O-])c1)N1CCN(c2ccccc2)CC1	-7.9%	/	-25.7%	26.0	-23.2%	/	/
S=C(NCc1ccco1)N1CCN(C/C=C/c2ccccc2)CC1	-9.9%	-6.2%	-18.0%	29.9	-17.0%	66.1%[activator]	1.2%
CCCNS(=O)(=O)c1ccc2c(c1)n(C)c(=O)n2C	1.0%	2.4%	5.2%	17.6	-19.5%	-0.2%	-10.4%
O=C1c2ccccc2S(=O)(=O)c2cc(N3CCOCC3)ccc21	-6.1%	/	-16.9%	89.9	48.0%[activator]	/	/
COc1cc(NC(=O)CCc2ccccc2)c(C(=O)O)cc1OC	1.4%	-16.4%	-11.2%	-24.8	2.6%	-10.2%	0.4%
Cc1ccc2nc(Cl)cc(=O)n2c1	0.3%	/	20.9%	-35.5	-3.1%	/	/
N#Cc1ccc(Nc2ccccc2)c(N)c1	-10.7%	-14.2%	-2.4%	8.4	-9.5%	-33.5%	-3.5%
OC(c1cccc(Cl)c1)(c1cccc(Cl)c1)C1CN2CCC1CC2 (stereo not drawn)	5.5%	2.3%	15.8µM*	-34.4	-15.6%	58.4%	2.7%
O=C(CNC(=O)c1ccc(Br)o1)NCc1ccc(F)cc1	0.0%	3.7%	16.4%	-21.5	13.7%	-11.6%	-11.1%
CC1CC(c2ccccc2)=Nc2ccccc2N1 (stereo not drawn)	-4.1%	-1.6%	-10.3%	14.5	-2.5%	-57.2%	-6.3%
O=[N+]([O-])c1ccccc1SNc1ccc(Br)cn1	-1.9%	-3.9%	10.2%	-7.5	?	-24.9%	-0.2%
CCCCNC(=O)CN1CCN(c2ccc(NC(=O)c3ccc(OC)cc3)cc2C(=O)O)CC1	-0.2%	2.3%	/	9.4	/	/	/
O=C(Nc1ccc2nc3n(c(=O)c2c1)CCCCC3)C(=O)N1CCN(c2ccccc2F)CC1	-14.0%	9.7%	-21.0%	-13.5	-0.5%	-2.2%	1.8%
CCOc1cc(-c2nc(-c3ccccc3)c(-c3cc([N+](=O)[O-])ccc3C)[nH]2)ccc1O	5.1%	-2.8%	?	-82.2*	-13.2%	/	8.8%
CCCN(CCC)c1ccc(CC(=O)NC(C)Cc2ccccc2)cc1 (stereo not drawn)	-10.7%	?	8.5%	28.3	-27.5%	47.1%	-0.2%
CCOc1ccc(C(=O)Nc2ncn[nH]2)cc1	2.0%	-1.3%	15.3%	24.5	88.8%[activator]	-4.5%	2.3%
c1ccc(-c2c[nH]c3[n+]2CCCCC3)cc1	-2.9%	3.3%	?	-4.3	-8.8%	-10.3%	7.2%
O=C1OC(c2ccc(O)cc2)(c2ccccc2O)c2ccccc21 (stereo not drawn)	-0.1%	/	-27.2%	-10.9	0.0%	/	/
COCCNC(=O)C(=O)Nc1cc2c3c(c1)CC(=O)N3CCC2	-9.3%	-4.7%	15.4%	-5.4	3.8%	-1.8%	-11.3%
c1cnc2ccc(-n3ccnc3)cc2c1	3.4%	/	/	?	3.8%	/	/
CCC(CC)N1CCN(C(=O)c2cccc(Cl)c2)CC1	-6.3%	-14.1%	-7.3%	-25.7	-26.2%	-37.2%	0.3%
C/C=C/COC(=O)c1[nH]c2c(c1C)C(=O)CC(c1ccc(N(C)C)cc1)C2 (stereo not drawn)	-3.7%	?	5.62µM*	-15.3	-16.4%	-6.0%	0.9%
CCCn1c(=O)c(C(=O)Nc2cnccn2)c(O)c2ccccc21	/	-1.7%	-1.0%	/	/	-28.1%	-1.4%
Cc1cc(OCC(=O)Nc2ccc3c(c2)OCCO3)cc(C)c1Cl	-0.9%	-3.5%	-5.9%	15.0	14.8%	-20.7%	7.7%
COc1ccc2c(c1)C[C@]1(C)c3ccccc3C(=O)N(Cc3ccccc3)[C@H]21	-0.2%	/	?	-12.2	-14.7%	/	/
O=C(Nc1ccc(C(F)(F)F)cc1)C1CC(=O)N(c2ccc3c(c2)OCCO3)C1 (stereo not drawn)	-9.3%	1.6%	-7.9%	-1.8	-7.0%	-15.1%	0.7%
O=C(CSc1oc(-c2ccc(F)cc2)nc1S(=O)(=O)c1ccccc1)NC1CCCCC1	-8.1%	5.6%	/	8.1	/	/	/
NNC(=S)Nc1c(F)cc(F)cc1Br	-15.6%	-1.9%	3.5%	-25.2	59.7%[activator]	-38.3%	1.6%
CCN(CC)S(=O)(=O)c1ccc(N2CCOCC2)c(NC(=O)c2cc3ccccc3oc2=O)c1	1.6%	-0.2%	?	?	-6.5%	2.5%	-5.6%
CN1CCN(c2ccc([N+](=O)[O-])c3cccnc23)CC1	4.1%	?	?	-4.4	-3.3%	-17.8%	-7.3%
CC(NC(=O)c1ccc(CS(=O)(=O)c2ccc(Cl)cc2)o1)c1ccc2c(c1)OCCO2 (stereo not drawn)	4.0%	-9.4%	?	-18.8	-13.6%	-0.8%	1.4%
Cc1ccc(S(=O)(=O)N2CCN(C(=O)c3c(-c4ccccc4)noc3C)CC2)cc1C	0.8%	-11.1%	-7.0%	?	6.4%	119.9%[activator]	2.5%

As entered above:
`CCCn1c(=O)c(C(=O)Nc2cnccn2)c(O)c2ccccc21` @ AmpC detergent: -1.7%
`CN1CCN(c2ccc([N+](=O)[O-])c3cccnc23)CC1` @ HCMV inh: -4.4
`Cc1cc(OCC(=O)Nc2ccc3c(c2)OCCO3)cc(C)c1Cl` @ AMA1 RON2 block: 14.8%

Further entries follow:
SMILES	Tb PYK inh	AmpC detergent	HCV inh	HCMV inh	AMA1 RON2 block	AmpC no deterg	LmPK inhibitor
Cc1ccc(S(=O)(=O)CCC(=O)OC(C)C(=O)Nc2ccc(N3CCOCC3)cc2)cc1 (stereo not drawn)	-0.4%	7.2%	3.0%	-10.3	-3.5%	-14.2%	/
CSc1cccc(NS(=O)(=O)c2ccc(C(C)=O)cc2)c1	3.3%	-0.9%	?	-67.6*	-9.7%	-49.1%	3.2%
CCOc1ccccc1N(C)C(=O)c1cn(C)c(=O)c2ccccc12	3.8%	-11.0%	13.5%	24.5	20.2%	-1.4%	3.4%
COc1ccc(/C=C(\C#N)c2nc(-c3cc4c(ccc5ccccc54)oc3=O)cs2)cc1O	1.8%	20.0%	/	15.6	/	/	/
O=C(OCc1ccccc1)N1CCCC1/C=C/CN1CCOCC1 (stereo not drawn)	-1.7%	6.9%	11.9%	19.9	12.7%	3.5%	1.5%
COc1c2ccoc2c(OCC=C(C)C)c2oc(=O)ccc12	1.2%	-15.5%	?	-28.9	-0.9%	-4.4%	4.1%
Cc1ccc(CC(=O)N2CCN(c3ccc([N+](=O)[O-])cc3)CC2)cc1	0.3%	-1.7%	?	-21.3	-2.6%	-11.0%	1.5%
CCOC(=O)CN(Cc1ccccc1)C(C(=O)NC1CCCCC1)c1ccc(OC)cc1 (stereo not drawn)	-3.6%	4.1%	/	1.9	/	/	/
Cc1ccc(Cl)cc1N1CCN(c2ncnc3c2nc2n3CCCC2)CC1	0.4%	20.3%	/	-17.3	/	/	/
COc1ccccc1N1CCN(C2CCCN(C(=O)C3=NN(C)C(=O)CC3)C2)CC1 (stereo not drawn)	5.3%	-11.5%	13.1%	6.7	7.2%	-2.4%	-10.8%
CC(C)N(NC(=O)c1cccc2ccccc12)C(C)C	-8.6%	0.3%	12.8%	65.7	-13.5%	-7.0%	14.7%
Cc1[nH]c2ccccc2c1/C=N/NC(=O)CNC(=O)COc1ccccc1	-4.8%	-12.4%	15.6%	-24.4	0.0%	-11.3%	-1.7%
CCN1CCN(C(=O)Nc2ccc(Cc3ccc(NC(=O)N4CCN(CC)CC4)cc3)cc2)CC1	0.3%	-6.9%	?	?	?	54.2%	3.1%
COc1ccc(C2C(C(=O)Nc3ccc(C)cc3C)=C(C)Nc3nc(SC)nn32)cc1OC (stereo not drawn)	3.0%	25.8%	/	-5.5	/	/	/
NC(=O)c1ccc(NC(=O)COC(=O)/C=C/c2cn(-c3ccccc3)nc2-c2cccnc2)cc1	-13.2%	-1.9%	-1.3%	45.6	-3.1%	-38.3%	-2.0%
CCOc1ccc(Sc2cc(C(=O)NCCc3ccccc3)c3ccccc3n2)cc1	-8.7%	1.6%	/	-2.3	/	/	/
COc1cccc(NC(=O)NCc2ccc3c(c2)CCN3C(=O)c2ccccc2)c1	-4.1%	16.1%	/	1.2	/	/	/
C[C@H](CCCC/C=C/C(=O)O)O[C@@H]1O[C@@H](C)[C@H](O)C[C@H]1O	2.7%	-6.1%	37.2%[activator]	3.4	23.5%	-13.2%	/
COC(=O)Cc1csc(Nc2ccccc2)n1	0.6%	-0.6%	11.5%	-35.4	1.0%	-13.1%	-2.3%
CC(C)N1C(=O)C2C(C(=O)NC3CCCCC3)C3C=CC2(O3)C1C(=O)NC1CCCCC1 (stereo not drawn)	4.4%	-6.9%	-6.0%	15.5	-7.3%	-22.2%	-1.6%
CCOP(=O)(C#CC(C)(C)C)C(C)(O)c1ccccc1 (stereo not drawn)	0.8%	-1.7%	15.7%	-7.0	0.8%	7.3%	0.6%
CC1(C)CC2(CCO1)OC(=O)CC2C(=O)NCc1ccccc1 (stereo not drawn)	0.5%	-1.9%	26.0%	20.1	1.1%	-7.1%	-3.1%
C=CCOc1nc2c(c(=O)n(C)c(=O)n2C)n1Cc1ccccc1Cl	-11.1%	?	?	-30.1	-5.4%	62.0%[activator]	3.3%
CCCCCCCCCCCCCCCC(=O)OC[C@H](COP(=O)([O-])OCC[N+](C)(C)C)OC(=O)CCCCCCCCCCCCCCC	/	?	-2.5%[8.37 µM]	/	/	-2.4%	1.1%

No enrichment for hits; any-hit rate near 7.5%.
